CF NFkB inh – inhibitors of PAF-induced NF-kB signaling, primary screen, cell-based, GFP fluorescence, uHTS | inhibition, % at 5 µM | KKLEB NF-kB-GFP reporter, GFP fluorescence overnight | 360,000 compounds, 0.86% hits;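 active = at least 50% inhibition at 5 µM, scaled per plate between neutral and stimulator controls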;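 note: PAF is a Pseudomonas aeruginosa culture filtrate used as stimulus; plate controls were PAF-stimulated DMSO wells for no effect and unstimulated DMSO wells for full effect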
Shn3 inh set2 – reduction of Shn3 3'UTR firefly luciferase signal, primary screen, Schnurri-3 inhibitor project, cell-based, Clone20 osteoblasts, set 2; inhibition, % at 12.5 µM; Clone20 osteoblast Shn3 3'UTR firefly luciferase, 24 h; 360,000 compounds, 0.52% hits;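 active = mean inhibition of at least 75% with every replicate also reaching 75%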;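 note: 0% = median of neutral control wells and 100% = pilot-screen positive control compound; some compounds past the cut are filed as inactive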
NR2E3 ag-1 – NR2E3 agonists in two-hybrid cells, primary screen, cell-based, luminescence, CHO-S, Gal4-NCOR/VP16-NR2E3; luciferase; inhibition of corepressor binding, % at 3.98 µM; Photoreceptor-specific nuclear receptor (Homo sapiens), Q9Y5X4; AID 602229, 2012; 360,000 compounds, 0.35% hits;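 active = inhibition above the mean of all tested compounds plus 3 SD, cut at about 70% in these data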;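 note: 0% = DMSO with NR2E3 transfected cells and 100% = cells lacking NR2E3 construct; higher means lower luciferase signal from less NR2E3 corepressor binding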
Target sequence (Q9Y5X4 whole entry, looked up, the tested form may be a part): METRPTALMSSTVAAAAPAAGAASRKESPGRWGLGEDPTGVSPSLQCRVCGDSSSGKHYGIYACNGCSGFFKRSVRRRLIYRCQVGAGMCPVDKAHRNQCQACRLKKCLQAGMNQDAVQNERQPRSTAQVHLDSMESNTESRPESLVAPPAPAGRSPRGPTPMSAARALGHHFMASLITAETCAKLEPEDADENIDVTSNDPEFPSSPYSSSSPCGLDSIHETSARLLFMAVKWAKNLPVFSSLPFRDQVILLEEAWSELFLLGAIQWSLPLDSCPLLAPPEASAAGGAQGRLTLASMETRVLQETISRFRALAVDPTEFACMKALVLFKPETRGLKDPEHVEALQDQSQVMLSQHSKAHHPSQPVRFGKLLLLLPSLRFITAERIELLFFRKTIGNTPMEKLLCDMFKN
Peg3 prom inh – Peg3 promoter-driven luciferase inhibitors, primary screen, cell-based, HeLa, luciferase luminescence; HeLa PEG-Prom luciferase reporter, overnight; inhibition, % at 20 µM; 360,000 compounds, 1.7% hits; AID 588405, 2011;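 active = inhibition of at least 50% at 20 µM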
NR2E3 ag-2 – inhibitors of NR2E3-RetCOR corepressor binding, primary screen, NR2E3 agonist project, biochemical, TR-FRET, GST-NR2E3, biotin-RetCOR; Photoreceptor-specific nuclear receptor (Homo sapiens), Q9Y5X4; 1536-well; inhibition of corepressor binding, % at 4.78 µM; 320,000 compounds, 0.12% hits; AID 2300, 2010;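 active = percent inhibition above the cutoff of mean plus 3 SD of all tested compounds, set per screening campaign, cut at about 20% in these data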;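 note: 0% = DMSO wells and 100% = biotin wells as full block of FRET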
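Material: NR2E3–RetCOR corepressor complex / Amount: 1.35 nM GST-NR2E3 / Medium: Tris pH 7.5 / Compound: single nominal compound dose of 4.8 µM / Incubation: 5 h at 4 °C / Technique: TR-FRET, Eu(K)-anti-GST donor, streptavidin-D2 acceptor, ex 340, em 617/671 nm / Read-out basis: percent loss of FRET ratio relative to control wells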
PDI turbidity – inhibitors of human PDI, primary screen, biochemical, turbidity, single point, plate reader. PDI insulin aggregation turbidity, A650, 90 min. AID 588391, 2011. 350,000 compounds, 0.052% hits. inhibition, % at 10 µM;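 active = mean inhibition across replicates of 30% or more, whatever share of single replicates reach that level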;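 note: absorbance from insulin aggregation driven by PDI reduction with DTT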
Target sequence (P07237 whole entry, looked up): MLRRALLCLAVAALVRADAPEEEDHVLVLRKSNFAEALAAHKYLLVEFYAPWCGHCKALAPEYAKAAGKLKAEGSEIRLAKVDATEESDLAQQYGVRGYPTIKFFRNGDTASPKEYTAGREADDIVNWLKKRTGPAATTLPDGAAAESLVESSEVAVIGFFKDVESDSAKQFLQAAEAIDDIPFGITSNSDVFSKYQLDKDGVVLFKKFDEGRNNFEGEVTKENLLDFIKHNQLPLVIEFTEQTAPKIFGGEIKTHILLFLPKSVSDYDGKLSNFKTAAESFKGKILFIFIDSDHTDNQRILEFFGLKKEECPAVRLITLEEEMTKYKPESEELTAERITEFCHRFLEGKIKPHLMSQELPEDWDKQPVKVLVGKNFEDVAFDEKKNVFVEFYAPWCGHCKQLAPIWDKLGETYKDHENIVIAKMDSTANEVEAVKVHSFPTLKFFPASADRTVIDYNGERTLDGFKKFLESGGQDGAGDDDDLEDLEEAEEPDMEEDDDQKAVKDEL
HIF-2a block – HIF-2a reporter inhibitors, primary screen, luminescence, 786-0 RCC cells; 360,000 compounds, 0.72% hits; 786-0 RCC cells HIF-2a reporter, luciferase luminescence, overnight; inhibition, % at 18.8 µM; AID 624352, 2012;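 active = inhibition of the luminescence signal of 40% or more relative to plate controls, in a single-dose primary screen at 18.75 µM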
CaV13 FRET inh – Disruptors of the CACNA1D IQ motif to Ca2+-dependent inactivation inhibitor domain association, primary screening, Förster resonance energy transfer in intact living …; HEK cells, CFP/YFP FRET ICDI-IQ, plate reader, 10 min; percent FRET-ratio fall versus neutral wells; inhibition, % at 12.3 µM; 340,000 compounds, 0.098% hits;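 active = mean replicate inhibition of at least 30% and at least 1% of replicates passing that level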;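 note: 0% = median of the neutral control wells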
Vif inh – HIV Vif self-association inhibitors, primary screen, imaging, HEK293T, single point; AID 602346, 2012; inhibition, % at 7.49 µM; 340,000 compounds, 0.35% hits; HEK293T cells, Vif self-association by quenched fluorescence, 24 h; in the data active = inhibition above about 50%, passing the limit was not always enough; note: some results filed as inactive read as strong as hits
KKLEB cytotox – cytotoxicity in KKLEB CF airway cells, primary screen, cytotoxicity control for CF NF-kB inhibitor project, cell-based, uHTS, fluorescence assay plates; AID 602141, 2011; 360,000 compounds, 0.36% hits; activity change (cytotoxicity), % at 5 µM; KKLEB CF airway cells viability, ATPlite luminescence, overnight; hits give low values; cells stimulated with P. aeruginosa culture filtrate;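 active = corrected activity change at or below -50% at 5 µM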
TRPM1 prom inh – inhibitors of MITF-dependent TRPM1 promoter reporter, primary screen, cell-based, SK-MEL-5, single point, luciferase; SK-MEL-5 TRPM1 promoter luciferase, 24 h; inhibition, % at 12.5 µM; 330,000 compounds, 0.83% hits; AID 488899, 2010;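 active = mean inhibition across replicates of 60% or more, whatever share of single replicates reaches that level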; note: values of inactives mirror those of a sister screen read the other way
Numbers without * were called inactive. Outcome played no part in choosing rows; any-hit rate near 3.3%.

What do the screens show for `COc1ccc(S(=O)(=O)NCCOc2ccccc2)cc1OC`?
CF NFkB inh: -1; Shn3 inh set2: 13; NR2E3 ag-1: -13; Peg3 prom inh: 9; NR2E3 ag-2: 0; PDI turbidity: -4; HIF-2a block: 10; CaV13 FRET inh: -7; Vif inh: -7; KKLEB cytotox: 1; TRPM1 prom inh: 6

Results for COc1ccc(NC(=O)c2ccc(NC(=O)CN3CCC(C(N)=O)CC3)cc2)cc1 ?
CF NFkB inh: -2; Shn3 inh set2: -26; NR2E3 ag-1: -48; Peg3 prom inh: -55; PDI turbidity: 2; HIF-2a block: -60; CaV13 FRET inh: -9; Vif inh: -3; KKLEB cytotox: -1; TRPM1 prom inh: -6

How did Cc1ccc([C@H]2C[C@H](O)[C@@H](n3cc(C4CC4)nn3)CN2CC2CCCCC2)cc1 do in these assays?
CF NFkB inh: -32; Shn3 inh set2: -10; NR2E3 ag-1: -10; Peg3 prom inh: 1; PDI turbidity: 6; HIF-2a block: -6; CaV13 FRET inh: -4; Vif inh: 7; KKLEB cytotox: 11

Results for COc1cccc(NC(=O)c2cccc(C)c2[N+](=O)[O-])c1 ?
CF NFkB inh: -20; Shn3 inh set2: -20; NR2E3 ag-1: -36; Peg3 prom inh: -117; NR2E3 ag-2: 10; PDI turbidity: -1; HIF-2a block: -145; CaV13 FRET inh: -4; Vif inh: -3; KKLEB cytotox: 3; TRPM1 prom inh: -29

Results for O=C(O)C1(Nc2ccccc2Cl)CCCC1 ?
CF NFkB inh: -15; Shn3 inh set2: 93*; NR2E3 ag-1: -9; Peg3 prom inh: 12; PDI turbidity: -3; HIF-2a block: 11; CaV13 FRET inh: -9; Vif inh: -2; KKLEB cytotox: 3; TRPM1 prom inh: 10

What do the screens show for `COc1ccc(NC(=O)c2ccc(-c3ccccc3)cc2)cc1S(=O)(=O)N1CCOCC1`?
CF NFkB inh: 23; Shn3 inh set2: 58; NR2E3 ag-1: -11; Peg3 prom inh: 22; NR2E3 ag-2: 0; PDI turbidity: 4; HIF-2a block: 18; CaV13 FRET inh: -5; Vif inh: -19; KKLEB cytotox: 1; TRPM1 prom inh: 43

How did O=C(CN1CCC(n2nnc3ccccc32)CC1)NCc1cccs1 do in these assays?
CF NFkB inh: 19; Shn3 inh set2: 13; NR2E3 ag-1: -38; Peg3 prom inh: 8; NR2E3 ag-2: 1; PDI turbidity: -4; HIF-2a block: 6; CaV13 FRET inh: -8; KKLEB cytotox: 0; TRPM1 prom inh: 8

How did CCOc1ccc2[nH]cc(C(=O)NCc3ccccc3)c(=O)c2c1 do in these assays?
CF NFkB inh: -15; Shn3 inh set2: 47; NR2E3 ag-1: 8; Peg3 prom inh: 10; NR2E3 ag-2: 2; PDI turbidity: 10; HIF-2a block: -34; CaV13 FRET inh: -2; Vif inh: -25; KKLEB cytotox: 4; TRPM1 prom inh: -3

How did O=C(COC(=O)CCSc1ccccc1)Nc1ccc(F)cc1Cl do in these assays?
CF NFkB inh: -4; Shn3 inh set2: -28; NR2E3 ag-1: 0; Peg3 prom inh: -5; NR2E3 ag-2: 4; PDI turbidity: 11; HIF-2a block: -24; CaV13 FRET inh: -4; Vif inh: -2; KKLEB cytotox: 11; TRPM1 prom inh: -10

How did COc1cc(C(C)=O)ccc1OCC(=O)N(CCC1=CCCCC1)c1c(N)n(Cc2ccccc2)c(=O)[nH]c1=O do in these assays?
CF NFkB inh: -28; Shn3 inh set2: 57; NR2E3 ag-1: -24; Peg3 prom inh: 1; NR2E3 ag-2: -3; PDI turbidity: -1; HIF-2a block: 12; CaV13 FRET inh: -4; Vif inh: -1; KKLEB cytotox: 2; TRPM1 prom inh: -6

How did CC1C(=O)N(Cc2cn(CCC3OCCCO3)nn2)CCS(=O)(=O)N1Cc1ccc(-c2cccc(CO)c2)cc1 (configuration not stated) do in these assays?
CF NFkB inh: -9; Shn3 inh set2: -6; NR2E3 ag-1: -18; Peg3 prom inh: 2; PDI turbidity: -6; HIF-2a block: 4; CaV13 FRET inh: -3; Vif inh: -4; KKLEB cytotox: -3

How did COc1ccc(N2CCN(C(=O)CN(c3ccccc3)S(C)(=O)=O)CC2)cc1 do in these assays?
CF NFkB inh: 6; Shn3 inh set2: -13; NR2E3 ag-1: 1; Peg3 prom inh: -6; NR2E3 ag-2: 4; PDI turbidity: 8; HIF-2a block: 4; Vif inh: 0; KKLEB cytotox: -6; TRPM1 prom inh: 6

What do the screens show for `O=c1oc2ccccc2cc1-c1ccc(O)cc1`?
CF NFkB inh: 4; Shn3 inh set2: -50; NR2E3 ag-1: -42; Peg3 prom inh: -223; NR2E3 ag-2: -2; PDI turbidity: -8; HIF-2a block: -197; CaV13 FRET inh: -3; Vif inh: -6; KKLEB cytotox: -12; TRPM1 prom inh: -37

How did O=C(O)CNc1nc(Cl)ccc1[N+](=O)[O-] do in these assays?
CF NFkB inh: 9; Shn3 inh set2: -1; NR2E3 ag-1: 10; Peg3 prom inh: 9; NR2E3 ag-2: 1; PDI turbidity: -2; HIF-2a block: 13; CaV13 FRET inh: -4; Vif inh: 19; KKLEB cytotox: -6; TRPM1 prom inh: 8

How did COCCn1c(C)cc(/C=C(\C#N)C(=O)OCC(=O)Nc2ccc(S(N)(=O)=O)cc2)c1C do in these assays?
CF NFkB inh: 8; Shn3 inh set2: -3; NR2E3 ag-1: -22; Peg3 prom inh: 10; PDI turbidity: -11; HIF-2a block: -10; CaV13 FRET inh: -9; Vif inh: 6; KKLEB cytotox: -4; TRPM1 prom inh: 0

What do the screens show for `C/C(=N\NC1=NCCN1)c1ccccc1`?
CF NFkB inh: 10; Shn3 inh set2: -1; NR2E3 ag-1: -5; Peg3 prom inh: 13; NR2E3 ag-2: 1; PDI turbidity: 3; HIF-2a block: 16; CaV13 FRET inh: -2; Vif inh: -1; KKLEB cytotox: 4; TRPM1 prom inh: 16

How did O=C(Cc1ccccc1[N+](=O)[O-])OCC(=O)c1c[nH]c2ccccc12 do in these assays?
CF NFkB inh: -21; Shn3 inh set2: -111; NR2E3 ag-1: -27; Peg3 prom inh: -216; NR2E3 ag-2: 1; PDI turbidity: -2; HIF-2a block: -176; CaV13 FRET inh: -6; Vif inh: 5; KKLEB cytotox: 8; TRPM1 prom inh: -47

Results for Cc1cc(C)c2nc(C)cc(Nc3ccc(C(=O)NCCO)cc3)c2c1 ?
CF NFkB inh: -21; NR2E3 ag-1: -11; Peg3 prom inh: -4; NR2E3 ag-2: 2; PDI turbidity: -4; HIF-2a block: 15; CaV13 FRET inh: -5; Vif inh: -3; KKLEB cytotox: -2; TRPM1 prom inh: 0

What do the screens show for `O=C(Nc1ccc(F)c(Cl)c1)c1csc([C@@H]2O[C@H](CO)[C@H](O)[C@H](O)[C@H]2O)n1`?
CF NFkB inh: 18; Shn3 inh set2: 13; NR2E3 ag-1: -4; Peg3 prom inh: 0; PDI turbidity: -6; HIF-2a block: 5; CaV13 FRET inh: -2; Vif inh: -1; KKLEB cytotox: 6

What do the screens show for `CC(=O)NC(CCS(C)(=O)=O)C(=O)N1CCc2ccccc21` (configuration not stated)?
CF NFkB inh: -4; Shn3 inh set2: 6; NR2E3 ag-1: -13; Peg3 prom inh: 7; NR2E3 ag-2: 0; PDI turbidity: 19; HIF-2a block: 12; Vif inh: 8; KKLEB cytotox: 0; TRPM1 prom inh: 1

What do the screens show for `CC(C)n1cnc2c(NCc3ccccc3)cc(N[C@H](C)CO)cc21`?
CF NFkB inh: 15; Shn3 inh set2: 42; NR2E3 ag-1: -12; Peg3 prom inh: 67*; PDI turbidity: -2; HIF-2a block: -29; Vif inh: 1; KKLEB cytotox: -18; TRPM1 prom inh: 73*

What do the screens show for `CCCc1c(C(=O)N2CCN(c3ccccc3OC)CC2)cnn1-c1ccccc1`?
CF NFkB inh: 7; Shn3 inh set2: 44; NR2E3 ag-1: 10; Peg3 prom inh: 14; NR2E3 ag-2: 2; PDI turbidity: -1; HIF-2a block: 14; CaV13 FRET inh: -4; Vif inh: -4; KKLEB cytotox: 3; TRPM1 prom inh: 10

How did C[C@H](CO)N1C[C@H](C)[C@@H](CN(C)Cc2ccc3c(c2)OCCN3C)OCc2cnnn2CCCC1=O do in these assays?
CF NFkB inh: 2; Shn3 inh set2: -18; NR2E3 ag-1: -11; Peg3 prom inh: 2; PDI turbidity: 11; HIF-2a block: 2; CaV13 FRET inh: -8; Vif inh: 29; KKLEB cytotox: -3

What do the screens show for `O=C(CSc1ccccc1)NCCSCc1ccccc1`?
CF NFkB inh: 8; Shn3 inh set2: -14; NR2E3 ag-1: -14; Peg3 prom inh: -36; NR2E3 ag-2: 0; PDI turbidity: 4; HIF-2a block: -79; CaV13 FRET inh: -17; Vif inh: -4; KKLEB cytotox: -9; TRPM1 prom inh: -12

How did Cc1ccc(NC(=O)N2CCCC2C(=O)Nc2ccc3c(c2)OCCO3)cc1 (configuration not stated) do in these assays?
CF NFkB inh: -6; Shn3 inh set2: -6; NR2E3 ag-1: -16; Peg3 prom inh: -9; NR2E3 ag-2: 2; PDI turbidity: 24; HIF-2a block: -15; CaV13 FRET inh: -3; Vif inh: 2; KKLEB cytotox: 8; TRPM1 prom inh: 2

What do the screens show for `CSc1ncccc1C(=O)OCC(=O)c1ccc(C)s1`?
CF NFkB inh: 9; Shn3 inh set2: -17; NR2E3 ag-1: -27; Peg3 prom inh: -12; PDI turbidity: -5; HIF-2a block: 9; CaV13 FRET inh: -17; Vif inh: 26; KKLEB cytotox: -3; TRPM1 prom inh: 1

How did Cc1cc2nnc(SCC(=O)N3CCOCC3)n2c2ccccc12 do in these assays?
CF NFkB inh: -7; Shn3 inh set2: -5; NR2E3 ag-1: -3; Peg3 prom inh: 4; NR2E3 ag-2: 0; PDI turbidity: 4; HIF-2a block: 19; CaV13 FRET inh: -9; Vif inh: -3; KKLEB cytotox: 3; TRPM1 prom inh: 12

Assay outcomes deposited in PubChem BioAssay by several laboratories.
